# Compound activity as filed in PubChem BioAssay.
# ANO1 block = mouse TMEM16A channel inhibition, primary screen; Q8BHY3; normalized B-score (activity score, 25-100; higher = stronger inhibition) at 10 µM; HEK293 TMEM16A/YFP iodide influx fluorescence, ionomycin; actives 1.2% (n = 310,000);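 active means ratio plate-corrected score three or more library SD toward inhibition, starting fluorescence score within five deviations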;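 further: score derived from kinetic fluorescence span divided by baseline fluorescence per well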
# KCNQ1 pot = potentiators or activators of human KCNQ1 potassium channel; actives 0.35% (n = 310,000); B-score at 10 µM; CHO-K1 KCNQ1, thallium flux FluxOR fluorescence; stronger effect = higher value;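 active means fluorescence ratio B-score, a plate-corrected score, at least three library SD, with initial intensity B-score within 5 SD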
#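 Medium – assay buffer, equal DMSO in all wells · Material – CHO-K1 cell line with stable KCNQ1 potassium channel expression · Signal – kinetic FluxOR thallium fluorescence, 10-s 1-Hz baseline, 110-s post-stimulus read · Compound – single concentration per compound, DMSO matched to controls · Schedule – 37 °C overnight plating, 90-min dark dye load, 20-min compound pretreatment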
# MrgX1 ag = activates human MrgX1 receptor signaling | Q96LB2 | MrgX1-HEK293 cells, Fluo-4 calcium fluorescence, agonist mode; stronger effect = higher value | B-score at 10 µM | AID 588627 | actives 0.44% (n = 310,000);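 active means calcium response B-score plate-corrected fluorescence ratio at least 3 library SD, with starting fluorescence B-score inside 5 SD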
# Target sequence (Q96LB2 whole entry, looked up): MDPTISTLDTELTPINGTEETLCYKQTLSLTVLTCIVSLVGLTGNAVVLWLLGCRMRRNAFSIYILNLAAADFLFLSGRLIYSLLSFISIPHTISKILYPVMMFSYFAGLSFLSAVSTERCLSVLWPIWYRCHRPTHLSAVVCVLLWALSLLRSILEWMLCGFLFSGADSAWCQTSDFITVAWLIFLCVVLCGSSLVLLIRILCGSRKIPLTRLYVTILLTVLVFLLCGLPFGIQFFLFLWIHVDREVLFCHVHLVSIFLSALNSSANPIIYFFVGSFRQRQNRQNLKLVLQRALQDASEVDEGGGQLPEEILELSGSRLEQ
#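 System: HEK293 cells stably expressing human MrgX1 receptor; Dosing: test compound in the initial addition of three; Schedule: overnight plating, then 30 min 37 °C plus 30 min room-temperature dye loading; Detection: kinetic calcium dye fluorescence, Fluo-4 NW; Controls: per-plate positive and negative controls for Z′ factor.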
# KCNK9 inh = human KCNK9 channel inhibition. Q9NPC2. HEK293 KCNK9, FluxOR thallium flux fluorescence; stronger effect = lower value. AID 488922. B-score at 10 µM. actives 1.2% (n = 310,000);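 active means ratio B-score over 3 SD below the library mean, with starting fluorescence within 5 SD of its mean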;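 further: negative B-score means less thallium flux so channel inhibition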
# Target sequence (Q9NPC2 whole entry, looked up): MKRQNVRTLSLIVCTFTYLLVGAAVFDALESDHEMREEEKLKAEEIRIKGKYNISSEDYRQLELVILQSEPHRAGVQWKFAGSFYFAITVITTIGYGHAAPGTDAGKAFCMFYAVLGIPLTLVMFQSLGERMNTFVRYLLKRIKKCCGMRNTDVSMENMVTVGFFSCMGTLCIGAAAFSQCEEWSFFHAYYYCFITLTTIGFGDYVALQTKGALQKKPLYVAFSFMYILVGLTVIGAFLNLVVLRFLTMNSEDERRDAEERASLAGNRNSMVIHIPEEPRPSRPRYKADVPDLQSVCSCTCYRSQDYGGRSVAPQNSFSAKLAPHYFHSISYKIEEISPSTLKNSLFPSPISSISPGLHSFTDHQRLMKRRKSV
# KCNQ1 inh = blocks the human KCNQ1 potassium channel; P51787; CHO-K1 KCNQ1, FluxOR thallium flux fluorescence; stronger effect = higher value; B-score at 10 µM; actives 1.3% (n = 310,000);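 active means compounds whose thallium flux B-score, printed positive for inhibition, exceeds three library SD while starting fluorescence stays within three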;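 further: channel opened by potassium depolarization with thallium stimulus after 20 min compound exposure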
# MrgX1 allo act = allosterically activates human MrgX1 receptor signaling. Q96LB2. actives 0.63% (n = 310,000). B-score at 10 µM. MrgX1-HEK293, Fluo-4 calcium flux, FDSS; stronger effect = higher value. AID 588675;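 active means plate-corrected calcium response at least 3 library SD above typical, normal starting fluorescence, not activating the receptor alone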;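 further: compound read alongside a low EC10 to EC30 dose of BAM8-22 agonist; peak minus trough fluorescence over baseline measured at the second addition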
# TMEM16A act = mouse TMEM16A channel activation, primary screen | Q8BHY3 | HEK293 TMEM16A/YFP-H148Q/I152L, iodide quench fluorescence; stronger effect = lower value | B-score at 10 µM | actives 0.3% (n = 340,000) | AID 623877;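 active means fluorescence-ratio B-score plate-corrected deviation score at least 3 library SD below zero, with starting fluorescence score within 5 deviations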;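 further: channel opened by trigger with iodide after compound preincubation; score built on the fluorescence ratio of max minus min over baseline; more negative score means more quench and so TMEM16A activation or potentiation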
# hERG rescue = hERG (human) protection from proarrhythmic block; actives 0.51% (n = 310,000); CHO-hERG, FluxOR thallium flux, dofetilide IC70 present; AID 1511; activation (rescue from dofetilide block), less the hit threshold, % at 10 µM; Q12809;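 active means activation above the mean of controls blocked by dofetilide plus 5 SD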;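 further: thallium influx through hERG after potassium depolarization seen as dye fluorescence rise; in these data hits start at about 4.7%; inactives centre near -7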
# KCNK3 inh = human KCNK3 channel inhibition, primary screen. O14649. CHO-KCNK3 thallium flux, FluxOR fluorescence; stronger effect = lower value. B-score at 10 µM. actives 0.84% (n = 340,000);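 active means B-score under library mean minus 4 SD, starting fluorescence ratio at most library mean plus 5 SD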;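 further: more negative B-score means stronger inhibition of thallium flux through KCNK3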
# Target sequence (O14649 whole entry, looked up): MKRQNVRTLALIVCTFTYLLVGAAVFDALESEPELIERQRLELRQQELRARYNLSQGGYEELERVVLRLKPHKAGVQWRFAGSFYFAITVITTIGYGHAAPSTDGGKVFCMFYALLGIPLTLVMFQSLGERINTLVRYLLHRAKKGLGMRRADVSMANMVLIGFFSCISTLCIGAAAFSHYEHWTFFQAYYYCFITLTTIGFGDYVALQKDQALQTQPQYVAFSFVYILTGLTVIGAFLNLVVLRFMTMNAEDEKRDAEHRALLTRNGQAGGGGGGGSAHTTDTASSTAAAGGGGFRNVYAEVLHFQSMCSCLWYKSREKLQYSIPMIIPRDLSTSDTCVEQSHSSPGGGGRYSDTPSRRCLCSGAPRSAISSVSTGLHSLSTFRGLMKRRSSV
# RGS4 pot = potentiators or activators of RGS4; HEK293 M3R/inducible RGS4, carbachol calcium flux Fluo4; stronger effect = lower value; B-score at 10 µM; actives 0.92% (n = 310,000); AID 463111;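 active means B-score of the integrated calcium signal more than 4 SD below the library mean, with starting fluorescence not abnormally high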;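 further: negative B-score means reduced calcium response which marks RGS4 activation or potentiation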
#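 Also added: carbachol at ECmax as muscarinic agonist stimulus; Assay system: HEK293 cells with stable M3R and inducible RGS4; Timing: overnight RGS4 induction, 30 min dye load 37 °C, 20 min compound RT; Measured by: Fluo4-AM (2 µM) calcium-flux fluorescence, kinetic read.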
# RGS4 inh = human RGS4 inhibition; P49798; HEK293 M3R/RGS4 inducible, Fluo-4 calcium flux; stronger effect = higher value; triggered by carbachol at its EC20; B-score at 10 µM; actives 0.45% (n = 310,000); AID 463165;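 active means B-score, a plate-corrected calcium signal, over three deviations above library mean, with baseline fluorescence within five deviations of library mean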;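 further: RGS4 expression induced by doxycycline in cells with stable M3 receptor; B-score is computed from the integrated fluorescence ratio over baseline after carbachol; higher B-score means a larger calcium signal and so more RGS4 inhibition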
# Starred values were filed as active, the others as inactive; i = inactive; / = not tested or not shown.
SMILES	ANO1 block	KCNQ1 pot	MrgX1 ag	KCNK9 inh	KCNQ1 inh	MrgX1 allo act	TMEM16A act	hERG rescue	KCNK3 inh	RGS4 pot	RGS4 inh
Cc1cc(C)cc(NC(=O)Nc2ccc(S(=O)(=O)Nc3cc(C)on3)cc2)c1	i	i	i	i	i	i	i	-3	i	i	i
CCC(C)Sc1ccc(-c2nc3ccc(C)cn3c2NCc2ccccc2)cc1OC (configuration not stated)	i	i	i	i	i	i	i	-45	i	-8.6*	i
FC(F)(F)c1cccc(N2CCN(c3ccc4nnc(-c5ccccc5)n4n3)CC2)c1	i	i	i	i	i	i	i	-6	i	i	i
COc1cc2cc(CN(CCCO)S(=O)(=O)c3ccccc3Cl)c(=O)[nH]c2cc1OC	i	i	i	i	i	i	i	-17	i	i	i
O=C(COC(=O)c1cccnc1)c1ccc(Cl)cc1	i	i	i	i	i	i	i	-11	i	i	i
CC(C)c1cc(C(=O)Nc2cccc(C(F)(F)F)c2)no1	i	i	i	i	i	i	i	-12	i	i	i
O=C(Cn1nnc2ccccc2c1=O)Nc1cccc(S(=O)(=O)N2CCOCC2)c1	i	i	i	i	i	i	i	-8	i	i	i
O=C(CN1C(=O)NC2(CCc3ccccc32)C1=O)c1ccccc1 (configuration not stated)	i	i	i	i	i	i	i	-9	i	i	i
COc1cc(C(C(=O)NC2CCCCC2)N(C(=O)Cc2c[nH]c3ccccc23)c2ccccc2C)cc(OC)c1OC (configuration not stated)	i	i	i	i	i	i	i	-12	i	i	4.9*
COc1ccc(Cl)cc1NC(=O)CSc1nc(-c2ccccc2)cc(=O)[nH]1	i	i	i	i	i	i	i	1	i	i	i
Cc1cccc(NC(=O)c2cc(NC(=O)c3ccccc3)ccc2N2CCCCC2)c1	i	i	i	i	i	i	i	-20	i	i	i
COc1cccc(-n2c(=O)[nH]cc(C(=O)Nc3ccc4c(c3)OCCO4)c2=O)c1	i	i	i	i	i	i	i	-5	i	i	i
CSCCC(NC(=O)c1ccccc1Cl)C(=O)NC1CCN(Cc2ccccc2)CC1 (configuration not stated)	i	i	i	i	i	i	i	-8	i	i	i
CC(O)CNCc1ccc(-c2ccccc2)cc1 (configuration not stated)	i	i	i	i	i	i	i	-8	i	i	i
Brc1ccc(C2CC(c3ccccc3)=Nc3ccccc3N2)cc1 (configuration not stated)	i	i	i	-9.6*	10*	i	i	-21	i	i	i
CCCCN1C(=O)C(=O)N(c2ccccc2)C1=S	i	i	i	i	i	i	i	-4	i	i	i
COc1ccc(CN(C(=O)c2ccc(CN3CCOCC3)o2)C(C(=O)NCC2CCCO2)c2ccc(F)cc2)cc1 (configuration not stated)	i	i	i	i	i	i	i	-2	i	i	i
CCOC(=O)C1CCN(S(=O)(=O)c2cccc(-c3cn4cc(Cl)ccc4n3)c2)CC1	i	i	i	i	i	i	-21*	-4	i	i	i
O=C(Cn1cnc2c(nnn2Cc2ccccc2)c1=O)NCC1CCCO1 (configuration not stated)	i	i	i	i	i	i	i	-9	i	i	i
c1coc(-c2nc3ccccc3nc2-c2ccco2)c1	i	i	i	i	i	i	i	-11	i	i	i
Cc1ccccc1OCCC(=O)OCC(=O)N1CCN(S(=O)(=O)c2ccc(Cl)cc2)CC1	i	i	i	i	i	i	i	-11	i	i	i
Cc1ccc2c(C(=O)CCl)c(C)[nH]c2c1	i	i	i	i	i	8.2*	i	-12	i	i	i
N/C(=N\OC(=O)COc1ccc(Br)cc1Cl)c1ccccn1	i	i	i	i	i	i	i	-10	i	i	i
CC(C)(C)NC(=O)CN(C(=O)CNS(=O)(=O)c1ccc(Cl)cc1)c1ccc2c(c1)OCCO2	i	i	i	i	i	i	i	-3	i	i	i
O=C(NC1CCCCCCC1)c1ccccc1O	i	i	i	i	i	i	i	-18	i	i	i
CCOc1ccc(CC2CC(=O)NC2=O)cc1 (configuration not stated)	i	i	i	i	i	i	i	-3	i	i	i
Cc1ccc(NS(=O)(=O)Cc2ccccc2)nc1	i	i	i	i	i	i	i	-7	i	i	i
CCN1C(=O)NC2=C(C(=O)c3ccccc32)C1c1ccccc1F (configuration not stated)	i	i	i	i	i	i	i	-10	i	i	i
CCOC(=O)N1CCN(C(=O)CSc2ccc(C(F)(F)F)cc2[N+](=O)[O-])CC1	i	i	i	i	i	i	i	-5	i	i	i
COc1cc(C(=O)N/N=C(\Cc2ncc[nH]2)c2ccccc2)cc(OC)c1OC	i	i	i	i	i	i	i	-4	i	i	i
COc1ccc2c(C)cc(N3CCN(Cc4ccccc4)CC3)nc2c1	i	i	i	i	i	i	i	-4	i	i	i
CCCOc1ccccc1/C=N/NC(=O)C1CC1	i	i	i	i	i	i	i	-9	i	i	i
Cc1cc(C)n2nc(C)c(-c3ccc(Cl)cc3)c2n1	i	i	i	i	i	i	i	-2	i	i	i
CCOC(=O)N1CCN(S(=O)(=O)c2ccc3[nH]cc(C(=O)O)c(=O)c3c2)CC1	i	i	i	i	i	i	i	-3	i	i	i
CN(c1cccc(NC(=O)c2ccc(N(C)S(=O)(=O)c3ccccc3)cc2)c1)S(C)(=O)=O	100*	i	i	i	i	i	i	-7	i	i	i
Cc1nn(-c2ccccc2)c(C)c1/C=N/N1CCN(c2ccccn2)CC1	i	i	i	i	i	i	i	-6	i	i	i
N#Cc1ccc(C(=O)Nc2cc(-c3ccccc3)nn2-c2ccccc2)cc1	i	/	i	/	/	i	i	/	i	/	/
O=C(CCCn1c(=O)[nH]c2cc(Cl)ccc2c1=O)NC1CCCCCC1	25*	i	i	i	i	i	i	-10	i	i	i
Cc1cccc(NC(=O)/C(C#N)=C/c2cn(CC(=O)NCc3ccco3)c3ccccc23)c1	i	/	i	/	/	i	i	/	i	/	/
Cc1ccc(NC(=S)NNC(=O)Cn2nc(C(F)F)cc2C(F)F)cc1	i	i	i	i	i	i	i	-10	i	i	i
COCCN1C(=O)c2ccc(C(=O)Nc3cccnc3)cc2C1=O	i	i	i	i	i	i	i	-7	i	i	i
Cc1cc(Br)ccc1SCC(=O)OCC(=O)NCc1ccco1	i	i	i	i	i	i	i	-5	i	i	i
CCOc1ccc(NC(=O)CCN2CCN(S(=O)(=O)c3ccc(Cl)cc3)CC2)cc1	i	i	i	i	i	i	i	-2	i	i	i
COc1ccc(N2C(=O)CC(N3CCCCC3)C2=O)cc1 (configuration not stated)	i	i	i	i	i	i	i	-18	i	i	i
O=C(COC(=O)Cc1ccc(S(=O)(=O)N2CCOCC2)s1)NCc1ccc(Cl)cc1	i	i	i	i	i	i	i	-12	i	i	i
CN1CCN(C(=O)N2c3ccccc3CCc3ccccc32)CC1	i	i	i	i	i	i	i	-7	i	-9.5*	i
COc1ccccc1OCCOCCOc1ccc(C)cc1Br	i	i	i	i	i	i	i	-5	i	i	i
COCCCNC(=O)CN(c1ccc(Cl)c(Cl)c1)S(C)(=O)=O	i	i	i	i	i	i	i	1	i	i	i
Clc1ccc(OCc2nn3c(-c4ccccc4)nnc3s2)c(Cl)c1	i	i	i	i	i	i	i	-8	i	i	i
O=C(CNC(=O)c1ccc(Br)o1)NCC1CCCO1 (configuration not stated)	i	i	i	i	i	i	i	-5	i	i	i
COc1ccc(C(=O)NCC(=O)OC2CCCCC2=O)cc1 (configuration not stated)	i	i	i	i	i	i	i	-7	i	i	i
O=C(Nc1cccc(CNCCc2c[nH]c3ccccc23)c1)c1ccccc1Cl	i	i	i	i	i	i	i	-12	i	i	i
O=S(=O)(c1ccccc1)N1CCN(c2nnc(-c3ccccc3)c3ccccc23)CC1	i	i	i	i	i	i	i	-15	i	i	i
Cc1cc(C(=O)CN2CCCC(C)C2)c(C)n1-c1ccc(F)cc1 (configuration not stated)	i	i	i	i	i	i	i	-5	i	i	i
CCCS(=O)(=O)N1CCCC(C(=O)NCCCN2CCN(c3cccc(Cl)c3)CC2)C1 (configuration not stated)	/	i	/	i	i	/	i	-9	i	i	i
CCCC(C)NC(=O)COc1ccc(S(=O)(=O)N2CCCC2)cc1 (configuration not stated)	i	i	i	i	i	i	i	-7	i	i	i
O=C(O)c1ccc(NS(=O)(=O)c2cccc3nsnc23)cc1	i	i	i	i	i	i	i	3	i	i	i
COc1ccc(OC)c(S(=O)(=O)NCc2csc(-c3ccccc3)n2)c1	i	i	i	i	i	i	i	-6	i	i	i
COc1cccc(/C=N/N=C(\N)c2nonc2N)c1O	i	i	i	i	i	i	i	-7	i	i	i
COC(=O)CN(Cc1ccccc1)S(=O)(=O)c1ccc(OC)c(OC)c1	i	i	i	i	i	i	i	1	i	i	i

# (list continues)
SMILES	ANO1 block	KCNQ1 pot	MrgX1 ag	KCNK9 inh	KCNQ1 inh	MrgX1 allo act	TMEM16A act	hERG rescue	KCNK3 inh	RGS4 pot	RGS4 inh
COc1ccc(C(=O)Nc2ccnn2C2CCN(CCC(C)c3ccc(C)o3)CC2)cc1 (configuration not stated)	i	i	i	i	i	i	i	-14	i	i	i
O=C1CC(N2CCN(c3ccccc3F)CC2)C(=O)N1c1ccc(F)cc1 (configuration not stated)	i	i	i	i	i	i	i	0	i	i	i
COc1ccc(OCC(O)CN2C(=O)c3ccccc3S2(=O)=O)cc1 (configuration not stated)	i	i	i	i	i	i	i	-8	i	i	i
O=C(Cn1ccnc1)c1ccc(Cl)cc1	i	i	i	i	i	i	i	-13	i	i	i
COC(=O)c1c(NC(=S)NNC(=O)c2ccc(Cl)s2)sc(C(=O)N(C)C)c1C	i	i	i	i	i	i	i	-10	i	i	i
COc1ccccc1-c1c(C)oc2c(CN3CCCC(C)C3)c(O)ccc2c1=O (configuration not stated)	/	i	/	i	i	/	/	-5	i	i	i
O=C(Nc1ccc(S(=O)(=O)N2CCOCC2)cc1)c1ccccc1F	i	i	i	i	i	i	i	-6	i	i	i
